RAD52 inh – RAD52 DNA annealing inhibitors, primary screen, biochemical, FRET, single point, set 2; 360,000 tested, 0.46% active; recombinant RAD52 DNA annealing, FRET fluorescence; AID 651710, 2012; inhibition, % at 18.7 µM;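 active = every replicate showing at least 50% inhibition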
Target sequence (P43351 whole entry, looked up): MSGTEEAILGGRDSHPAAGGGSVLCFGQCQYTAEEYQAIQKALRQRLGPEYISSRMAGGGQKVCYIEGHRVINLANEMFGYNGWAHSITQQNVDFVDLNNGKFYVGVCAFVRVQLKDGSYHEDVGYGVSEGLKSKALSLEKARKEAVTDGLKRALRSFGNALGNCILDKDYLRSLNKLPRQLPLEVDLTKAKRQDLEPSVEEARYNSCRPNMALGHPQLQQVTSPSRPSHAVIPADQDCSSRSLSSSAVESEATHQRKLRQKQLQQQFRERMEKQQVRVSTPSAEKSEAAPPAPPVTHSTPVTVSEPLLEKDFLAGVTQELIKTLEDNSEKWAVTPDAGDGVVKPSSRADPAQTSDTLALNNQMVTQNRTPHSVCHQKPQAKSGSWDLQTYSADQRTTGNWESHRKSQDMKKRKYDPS
RAD54 inh – inhibitors of human RAD54 branch migration, primary screen, biochemical, fluorescence, single point; 360,000 tested, 0.14% active; inhibition, % at 10.4 µM; RAD54 Holliday junction branch migration, FAM/BHQ fluorescence;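 active = mean normalized replicate activity at least 40 and at least half of replicates scoring 40 or more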;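 note: 0% = median of neutral control wells and 100% = median of positive control wells; inhibitors cause a drop in the FAM fluorescence signal; in these data hits start at about 50%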
ERp5 inh – inhibitors of ERp5-driven insulin aggregation, primary screen, biochemical, turbidity, absorbance 650 nm, single point. Protein disulfide-isomerase A6 (Homo sapiens), Q15084. 90 min. inhibition, % at 9.99 µM. 350,000 tested, 0.05% active. AID 651711, 2012;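 active = mean replicate inhibition above about 25%, with every replicate also reaching it, limit read from the data, passing the limit was not always enough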
Target sequence (Q15084 whole entry, looked up): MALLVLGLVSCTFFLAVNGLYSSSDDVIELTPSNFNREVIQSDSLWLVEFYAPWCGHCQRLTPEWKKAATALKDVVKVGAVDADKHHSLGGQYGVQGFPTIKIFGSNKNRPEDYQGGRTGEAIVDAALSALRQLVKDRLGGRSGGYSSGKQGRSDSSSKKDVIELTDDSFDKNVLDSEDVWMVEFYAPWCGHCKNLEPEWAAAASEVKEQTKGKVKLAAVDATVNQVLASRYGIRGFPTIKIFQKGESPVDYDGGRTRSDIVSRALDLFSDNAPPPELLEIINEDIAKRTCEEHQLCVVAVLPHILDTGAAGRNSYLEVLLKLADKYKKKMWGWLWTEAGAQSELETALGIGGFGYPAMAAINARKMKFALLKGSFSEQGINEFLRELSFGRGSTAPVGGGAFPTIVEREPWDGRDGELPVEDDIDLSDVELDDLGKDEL
esBAF inh – Bmi1 luciferase reporter increase in mESCs, primary screen, esBAF inhibitor project, mouse ES cells, Bmi1 luciferase knock-in, single point. 24 h; 100% = twice the neutral-well signal. reporter increase, % at 12.5 µM. 350,000 tested, 2% active; in the data active = activation above about 40%;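 note: 0% = median of the plate's neutral control wells and 100% = double that signal; a rise in the Bmi1 reporter signal indicates esBAF inhibition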
ARNT-TACC3 inh – disruptors of ARNT/TACC3 protein interaction, primary screen, biochemical, AlphaScreen, single concentration. Transforming acidic coiled-coil-containing protein 3 (Homo sapiens), Q9Y6A5. AlphaScreen His-ARNT PAS-B/GST-TACC3 binding, luminescence; TACC3 fragment carries E629A point mutation. inhibition, % at 9.99 µM. 390,000 tested, 0.66% active. AID 623870, 2012;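 active = mean inhibition of replicates at least 50% and at least half of replicates each reaching 50%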;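 note: 0% = complete ARNT plus TACC3 wells and 100% = ARNT alone without TACC3; many hits fall short of the cut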
Casp6 inh – human caspase-6 inhibitors, primary screen, biochemical, VEID-R110 fluorescence, single point, set 2; purified caspase-6, Z-VEID-R110 cleavage fluorescence; inhibition, % at 12.5 µM; 350,000 tested, 0.53% active; AID 686996, 2013;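 active = mean inhibition across replicates at least about 35%, with every replicate also reaching that limit, limit read from the data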;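 note: 0% = median of neutral control wells and 100% = no fluorescence left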
E-sel inducer – E-selectin induction in HUVECs, primary screen, imaging, HUVEC, immunofluorescence imaging, single point | activation, % at 7.58 µM | AID 686992, 2013 | normalized: neutral wells 0, TNF-alpha wells 100 | P16581 | 260,000 tested, 0.37% active;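 active = mean E-selectin-positive cell signal at least 10% of the positive control, reached in at least 60% of replicates, without over 20% cell loss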;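 note: in these data hits start at about 27%; measured in HUVEC primary endothelial cells; signal is the percent of cells scored E-selectin positive by PE staining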
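Assay system: HUVEC, human umbilical vein endothelial cells / Amount: 3,000 HUVEC/well / Controls: TNF-alpha positive control, DMSO neutral control / Compound dosing: single concentration / Medium: EGM-2 over gelatin coat / Evaluation: percent E-selectin-positive cells / Signal: immunofluorescence imaging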
PglD DTNB – C. jejuni PglD acetyltransferase inhibitors, primary screen, biochemical, DTNB colorimetric, single point; purified PglD enzyme, DTNB colorimetric CoA detection; inhibition, % at 12.5 µM; 360,000 tested, 0.098% active; in the data active = inhibition above about 16%, passing the limit was not always enough; note: strong numbers were not always called active
* marks the source's active call; other numbers are inactive results.

Screening Cn1c(=O)c2c(nc(CN3CCN(C(c4ccccc4)c4ccccc4)CC3)n2CCCO)n(C)c1=O returned RAD52 inh -11, ERp5 inh 2, ARNT-TACC3 inh -25, Casp6 inh 4 and E-sel inducer -0.4.
COc1ccc(CCNC(=O)c2ccc(CN3CCC(Cc4ccccc4)CC3)cc2)cc1OC was read as RAD52 inh -3, ERp5 inh 3, ARNT-TACC3 inh 3, Casp6 inh 5 and E-sel inducer -0.2.
`CC(C)C#Cc1ccc2c(c1)O[C@@H](CN(C)CC1CC1)[C@@H](C)CN([C@@H](C)CO)S2(=O)=O` gave RAD52 inh 19, RAD54 inh 3, ERp5 inh 1, esBAF inh 10, ARNT-TACC3 inh 2, Casp6 inh 2, E-sel inducer 0.0 and PglD DTNB -1.
COCCCNC(=O)C[C@H]1C[C@@]2(C(=O)OC)C(=C[C@H](C(C)(C)C)O[C@@H]2C)N(Cc2ccc3c(c2)OCO3)C1=O was read as RAD52 inh -9, ERp5 inh 0, Casp6 inh 1 and E-sel inducer -0.1.
`Cc1ccc(-c2ccc(/C=C3/NC(=O)NC3=O)o2)cc1[N+](=O)[O-]` gave RAD52 inh -20, RAD54 inh 0, ERp5 inh 2, ARNT-TACC3 inh 6, Casp6 inh -3 and PglD DTNB 2.
For O=C(Nc1cccc(Cl)c1)Nc1cccc(C(=O)O)c1 the results were RAD52 inh -12, RAD54 inh 1, ERp5 inh -3, ARNT-TACC3 inh 2, Casp6 inh 0 and PglD DTNB 6.
Screening N#C/C(=C/c1ccc(N2CCOCC2)o1)C(=O)NC1CCCCC1 returned RAD52 inh -301, ERp5 inh 3, ARNT-TACC3 inh 1 and Casp6 inh 5.
For NC(=O)Nc1n[nH]c(-c2ccccc2)n1 the results were RAD52 inh -8, RAD54 inh -6, ERp5 inh 2, esBAF inh 5, ARNT-TACC3 inh -12, Casp6 inh 3, E-sel inducer -0.1 and PglD DTNB -1.
`COc1ccc(NC(=O)c2cc(-c3cc(F)ccc3OCC3CCCO3)n[nH]2)c(C)c1` (centres undefined) gave RAD52 inh -10, RAD54 inh -6, ERp5 inh 0, esBAF inh -1, Casp6 inh 0, E-sel inducer -0.1 and PglD DTNB 2.
COc1ccc(C#Cc2ccc3c(c2)O[C@@H](CN(C)C(=O)CN2CCOCC2)[C@@H](C)CN([C@@H](C)CO)S3(=O)=O)cc1 was read as RAD52 inh 40, RAD54 inh 3, ERp5 inh 1, esBAF inh 1, ARNT-TACC3 inh 7, Casp6 inh -1, E-sel inducer 0.5 and PglD DTNB -9.
`COc1ccc(S(=O)(=O)Nc2ccc3c(c2)C(=O)N([C@@H](C)CO)C[C@H](C)[C@@H](CN(C)Cc2ccc(C(=O)O)cc2)O3)cc1` gave RAD52 inh -10, RAD54 inh -7, ERp5 inh 7, esBAF inh 5, ARNT-TACC3 inh -20, Casp6 inh 2, E-sel inducer -0.1 and PglD DTNB 6.
For CCN(CC)CCN(CC(=O)N(C1CCCCC1)C1CCCCC1)C(=O)c1cccnc1 the results were RAD52 inh 2, ERp5 inh -10, esBAF inh -1, ARNT-TACC3 inh 6, Casp6 inh 2 and E-sel inducer -0.1.
For CSCC[C@H](NC(=O)c1cccs1)c1nnc2ccccn12 the results were RAD52 inh -5, RAD54 inh -10, ERp5 inh 5, esBAF inh 2, ARNT-TACC3 inh -10, Casp6 inh 0 and PglD DTNB -2.
COc1ccc(C(=O)n2nc(-c3ccc(Cl)cc3)nc2N)cc1OC was read as RAD54 inh 0, esBAF inh -11, ARNT-TACC3 inh -2 and PglD DTNB 0.
For COc1c(C(=O)Nc2ccc(CN3CCOCC3)cc2)cc2ccccc2c1Br the results were RAD52 inh -4, RAD54 inh -3, ERp5 inh -3, esBAF inh -4, ARNT-TACC3 inh 7, Casp6 inh -2, E-sel inducer 2.3 and PglD DTNB 0.
`CN(/N=C/Cc1nnnn1-c1ccc(Cl)cc1)c1ccccc1` gave RAD52 inh -4, ERp5 inh 0, ARNT-TACC3 inh 1 and Casp6 inh 3.
O=c1cc(CSCc2ccc(Cl)cc2)[nH]c(=O)[nH]1 was read as RAD52 inh -10, ERp5 inh 0, ARNT-TACC3 inh -1 and Casp6 inh -3.
For CC(=O)Nc1ccc2c(c1)C(=O)N(C)[C@H]1CC[C@@H](CC(=O)NCc3ccc4c(c3)OCO4)O[C@@H]1CO2 the results were RAD54 inh -3, esBAF inh -4, ARNT-TACC3 inh -11, E-sel inducer -0.1 and PglD DTNB -4.
`Cc1cccc(C2CC(c3ccc(Br)cc3)Nc3nc(N)nn32)c1` (centres undefined) gave RAD52 inh 10, RAD54 inh 1, ERp5 inh 1, esBAF inh 4, Casp6 inh 4, E-sel inducer -0.1 and PglD DTNB 2.
`COc1ccc(NC(=O)Nc2ccc3c(c2)CC(=O)N([C@H](C)CO)C[C@H](C)[C@H](CN(C)Cc2ccc(C(F)(F)F)cc2)O3)cc1` gave RAD54 inh 8, esBAF inh 4, ARNT-TACC3 inh 14, E-sel inducer 0.9 and PglD DTNB 0.

Nothing new here: an excerpt of the list.
Screening Cn1c(=O)c2c(nc(CN3CCN(C(c4ccccc4)c4ccccc4)CC3)n2CCCO)n(C)c1=O returned RAD52 inh -11, ERp5 inh 2, ARNT-TACC3 inh -25, Casp6 inh 4 and E-sel inducer -0.4.
COc1ccc(CCNC(=O)c2ccc(CN3CCC(Cc4ccccc4)CC3)cc2)cc1OC was read as RAD52 inh -3, ERp5 inh 3, ARNT-TACC3 inh 3, Casp6 inh 5 and E-sel inducer -0.2.
`CC(C)C#Cc1ccc2c(c1)O[C@@H](CN(C)CC1CC1)[C@@H](C)CN([C@@H](C)CO)S2(=O)=O` gave RAD52 inh 19, RAD54 inh 3, ERp5 inh 1, esBAF inh 10, ARNT-TACC3 inh 2, Casp6 inh 2, E-sel inducer 0.0 and PglD DTNB -1.
COCCCNC(=O)C[C@H]1C[C@@]2(C(=O)OC)C(=C[C@H](C(C)(C)C)O[C@@H]2C)N(Cc2ccc3c(c2)OCO3)C1=O was read as RAD52 inh -9, ERp5 inh 0, Casp6 inh 1 and E-sel inducer -0.1.

Continuation.
`COc1ccccc1NC(=O)CSc1ncn[nH]1` gave RAD54 inh -5, esBAF inh 2, ARNT-TACC3 inh -3 and PglD DTNB -1.
Cc1ccc(OCCCCn2ccnc2)c([N+](=O)[O-])c1 was read as RAD52 inh -68, ERp5 inh 1, Casp6 inh -3 and E-sel inducer -0.1.
`CCOC(=O)[C@@H]1CCNC[C@@H]1c1ccccc1` gave RAD54 inh -1, esBAF inh -4, ARNT-TACC3 inh 4 and PglD DTNB 4.
Screening COc1cccc(N2CC(O)=C(c3nc4ccccc4s3)C2=N)c1 returned RAD52 inh -20, RAD54 inh 3, ERp5 inh 4, esBAF inh 14, Casp6 inh 3 and PglD DTNB -31.
`COc1ccc(S(=O)(=O)N(C)C[C@H]2Oc3ccc(N(C)C)cc3C(=O)N([C@H](C)CO)C[C@H]2C)cc1` gave RAD52 inh -3, RAD54 inh -3, ERp5 inh 3, esBAF inh -6, ARNT-TACC3 inh 1, Casp6 inh 1 and PglD DTNB -3.
CCOC(=O)c1sc(N2C(=O)C(O)=C(C(=O)c3ccco3)C2c2cccc(Cl)c2)nc1C (centres undefined) was read as RAD52 inh -34, RAD54 inh -3, ERp5 inh -4, esBAF inh 36, ARNT-TACC3 inh 2, Casp6 inh 15, E-sel inducer 0.5 and PglD DTNB 1.
`NC(=O)CC(NC(=O)c1ccccc1)c1ccc(NC2CCCCCCC2)c([N+](=O)[O-])c1` (centres undefined) gave RAD52 inh -11, RAD54 inh -4, ERp5 inh 4, esBAF inh 14, ARNT-TACC3 inh -7, Casp6 inh -1, E-sel inducer 0.0 and PglD DTNB -3.
For COc1ccc(-c2ccc(SCc3cccnc3)nn2)cc1OC the results were RAD52 inh 15, ERp5 inh 3, ARNT-TACC3 inh 15 and Casp6 inh 4.
For CCN(c1ccccc1)S(=O)(=O)c1ccc(OC)c(NC(=O)Cc2ccccc2OC)c1 the results were RAD52 inh -10, RAD54 inh -7, ERp5 inh -1, esBAF inh 14, Casp6 inh -1, E-sel inducer -0.5 and PglD DTNB 2.
Screening COc1ccc(Cc2nnc(SCC(=O)c3ccc4c(c3)NC(=O)CO4)o2)cc1 returned RAD52 inh -8, ERp5 inh 0, esBAF inh 6, ARNT-TACC3 inh 2, Casp6 inh 4 and E-sel inducer -0.2.
Cc1cccc(C2=NN(c3ccc(Br)cc3)[C@@H](C(=O)N3CCOC3=O)[C@@H]2c2ccc([N+](=O)[O-])cc2)c1 was read as RAD52 inh -3, RAD54 inh 2, ERp5 inh -1, esBAF inh 11, ARNT-TACC3 inh 6, Casp6 inh 0 and PglD DTNB -4.
`COc1ccc(OCC(=O)NC(=O)c2ccccc2OC)c([N+](=O)[O-])c1` gave RAD52 inh -9, ERp5 inh 0, ARNT-TACC3 inh -4, Casp6 inh 2 and E-sel inducer 0.0.
For O=C(NCCN1CCOCC1)c1ccc(NS(=O)(=O)c2cccc([N+](=O)[O-])c2)cc1 the results were RAD52 inh -5, ERp5 inh -2, ARNT-TACC3 inh -3, Casp6 inh -2 and E-sel inducer 0.1.
O=C1CC(/C=C/c2ccncc2)=Nc2ccccc2N1 was read as RAD52 inh -17, RAD54 inh 8, ERp5 inh 1, esBAF inh 88*, ARNT-TACC3 inh -5, Casp6 inh 11, E-sel inducer 0.0 and PglD DTNB 1.
Screening O=C(Nc1ccc2cn[nH]c2c1)c1ccc(Cl)c(S(=O)(=O)N2CCOCC2)c1 returned RAD52 inh -20, ERp5 inh -2, Casp6 inh 0 and E-sel inducer -0.9.
For CCN(CC)C(=O)C1=C(C)N(CCC2=CCCCC2)C(=O)C(CC(=O)NC(c2ccccc2)c2ccccc2)C1 (centres undefined) the results were RAD52 inh -4, RAD54 inh 5, ERp5 inh -3, esBAF inh 3, Casp6 inh 1, E-sel inducer 2.3 and PglD DTNB 1.
`COc1ccc(C(c2c(C)[nH]n(-c3ccccc3)c2=O)c2c(C)[nH]n(-c3ccccc3)c2=O)cc1OC` gave RAD54 inh 4, esBAF inh 0, ARNT-TACC3 inh 9 and PglD DTNB -1.
For O=C(C1CCOCC1)N1CC2(C1)[C@@H](c1ccccc1)[C@H](CO)N2Cc1ccc(Cl)cc1 the results were RAD52 inh 5, ERp5 inh 2, Casp6 inh 1 and E-sel inducer 0.1.
Screening O=C(CC(NC(=O)OCc1ccccc1)C(=O)O)OCc1ccccc1 (centres undefined) returned RAD52 inh -18, RAD54 inh -14, ERp5 inh 7, esBAF inh -3, ARNT-TACC3 inh -10, Casp6 inh -1 and PglD DTNB -1.
For COc1ccc(-c2nnn(CC(=O)N(CCCO)C(C(=O)NC3CCCC3)c3ccncc3)n2)cc1 (centres undefined) the results were RAD52 inh 2, ERp5 inh -10, Casp6 inh 5 and E-sel inducer 0.0.
`CN1c2ccc(-c3cccc(F)c3)cc2[C@@H]2[C@@H](CCN2C(=O)C2CCOCC2)[C@H]1CO` gave RAD52 inh -38, RAD54 inh 14, ERp5 inh -1, esBAF inh 2, ARNT-TACC3 inh 2, Casp6 inh 2, E-sel inducer -0.3 and PglD DTNB 14.
Screening CCCN(C)C[C@H]1Oc2cc(-c3cncnc3)ccc2S(=O)(=O)N([C@H](C)CO)C[C@H]1C returned RAD52 inh 12, RAD54 inh 4, ERp5 inh -1, esBAF inh -5, ARNT-TACC3 inh -5, Casp6 inh -1, E-sel inducer -0.5 and PglD DTNB 11.
`CCOC(=O)[C@@H]1[C@H]2COc3ccc(Br)cc3[C@H]2N2C(=O)N(c3ccc(F)cc3)C(=O)[C@]12C` gave RAD52 inh -8, RAD54 inh 3, ERp5 inh -2, esBAF inh -4, ARNT-TACC3 inh -3, Casp6 inh -2, E-sel inducer 0.0 and PglD DTNB -4.
